ELG1 genotox: genotoxicity induction in ELG1-luciferase HEK293T cells | Potency, µM (titrated, usually from 46 µM), inactives show at the highest dose activity change, positive = activation, actives largely listed as activators | 1.3% of 330,000 active | HEK293T ELG1-luciferase reporter, luminescence, 16 h; further: % of control where 0% means no effect; nearly all actives have a fitted effect of over 60% in size
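HEK293T cells expressing luciferase-tagged ELG1 were exposed to compound or DMSO vehicle for 16 hr at 37 °C and 5% CO2. Luciferase activity was then measured with ONE-Glo after 30 min at room temperature.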
p53 reactivation: restores transcriptional activity of mutant p53; H1299 p53-A138V BP100-luciferase reporter, luminescence, 24 h; Potency, µM (titrated, usually from 92.2 µM), for inactives: top-dose activity change, positive = activation, actives largely listed as activators; 0.063% of 320,000 active; AID 504706; further: % of control where 0% means no effect; nearly all actives have a fitted effect of over 45% in size
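p53-null H1299 cells stably carrying temperature-sensitive p53-A138V and a BP100-luciferase reporter were pinned with compounds (4-point, 1:5 series) and held 24 hrs at 37 deg C. Luminescence was read 10 min after detection reagent.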
NPC1 promoter act: activators of NPC1 promoter | AID 485313 | Potency, µM (series often up to 9.22 µM), without a hit: at the top dose activation, actives largely listed as activators | Huh7 NPC1 promoter luciferase reporter, 24 h | 2.4% of 320,000 active;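 further: % of control where 0% means no effect; nearly all actives have a fitted effect of over 60% in size; reporter is driven by a mutant NPC1 promoter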
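Stably transfected Huh7 (NPC1 promoter→luciferase), 1500 cells/well in Opti-MEM + 10% FBS, 2 h settle, then compound 24 h at 37 °C. Luminescence after 10 min with Amplite reagent.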
uPA surface inh: inhibitors of cell surface uPA generation; 0.31% of 330,000 active; AID 540303; Potency, µM (top dose mostly 38.3 µM), for inactives: at the highest dose activity change, negative = inhibition, most hits filed as inhibitors; cell surface uPA generation assay, qHTS; active means well fitted inhibition curve with a large enough effect; inconclusive means small, poorly fitted or top-dose-only effect; inactive means no such curve, though single readings can be large or run the other way; tested in mouse RAW 264.7 cells; further: on the % scale 0 is the no-effect control and ±100 the full control effect; nearly all actives have a fitted effect of over 55% in size
CXXC DNA block: MLL CXXC-DNA interaction inhibition | MLL-CXXC / FITC-HOXA9 DNA fluorescence polarization | Potency, µM (titrated, usually from 115 µM), for inactives: at the highest dose activity change, negative = inhibition, actives largely listed as inhibitors | Q03164 | 0.037% of 290,000 active; active means well fitted inhibition curve with a large enough effect in the polarisation, with a control signal flat, not every such curve was filed as active; inconclusive means small, poorly fitted or top-dose-only effect, or effect the other way, or a change in a side signal; inactive means no such curve, though single readings can be large or run the other way; the % refers to the polarisation
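Fluorescence polarization: 7 uM MLL-CXXC (stock) preincubated 5 min with compounds, then 50 nM fluorescein-HOX-A9 DNA (stock) added; 30 min ambient. Buffer 50 mM Tris-HCl pH 7.5, 50 mM NaCl, 1 mM DTT, 0.05% BSA.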
Rab9 prom act: Rab9 promoter activation; 2.8% of 320,000 active; AID 485297; Huh7 Rab9 promoter-luciferase reporter, luminescence, 24 h; Potency, µM (highest dose often 9.22 µM), for the others: at the top dose activation, negative = inhibition, usual class: activators; further: % of control where 0% means no effect; nearly all actives have a fitted effect of over 60% in size
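Huh7 cells stably carrying Rab9 promoter–luciferase reporter, plated 1500 cells/well, compound added after 2 h and incubated 24 h at 37 °C; luciferase luminescence then read after 10 min with detection reagent.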
FLuc counter: counter-screen for miR-21 project: firefly luciferase inhibitors or activators. P08659. purified FLuc, Km substrates, luminescence inhibition. Potency, µM (titrated, usually from 57.5 µM), inactives show at the highest dose activity change, negative = inhibition, actives largely listed as inhibitors. 6.9% of 360,000 active. AID 588342;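 further: plate controls were vehicle for no effect and reference inhibitor for full effect; nearly all actives have a fitted effect of over 55% in size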
Target sequence (P08659 whole entry, looked up): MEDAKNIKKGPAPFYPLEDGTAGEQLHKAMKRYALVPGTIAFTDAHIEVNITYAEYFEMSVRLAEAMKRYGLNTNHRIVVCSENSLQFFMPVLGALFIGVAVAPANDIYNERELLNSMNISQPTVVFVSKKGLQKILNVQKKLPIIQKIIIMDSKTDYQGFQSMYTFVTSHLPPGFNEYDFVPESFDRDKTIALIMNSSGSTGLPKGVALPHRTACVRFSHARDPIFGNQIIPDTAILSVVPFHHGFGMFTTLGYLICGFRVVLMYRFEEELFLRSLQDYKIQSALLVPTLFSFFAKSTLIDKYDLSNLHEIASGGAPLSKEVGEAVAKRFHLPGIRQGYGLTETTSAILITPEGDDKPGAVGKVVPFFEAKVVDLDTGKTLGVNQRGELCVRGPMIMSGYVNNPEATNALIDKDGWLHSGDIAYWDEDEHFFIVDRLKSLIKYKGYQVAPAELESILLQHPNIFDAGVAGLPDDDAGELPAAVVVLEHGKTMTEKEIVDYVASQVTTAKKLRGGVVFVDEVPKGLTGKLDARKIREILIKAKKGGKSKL
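Biochemical qHTS of compounds, final roughly 60 µM downward over six points, against 10 nM purified firefly luciferase using Km concentrations of substrates (10 uM D-luciferin, 10 uM ATP) in Tris acetate pH 7.5 buffer; luminescence output.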
BRCA1 expr up: increases BRCA1 expression | 1.1% of 380,000 active | AID 624202 | MCF7-BRCA1-FFLuc reporter, luminescence, 48 h; response scale: scaled: vehicle 0%, 10 µM genistein 100% | Potency, µM (series often up to 46.1 µM), inactives show at the top dose activation, hits mostly activators; further: nearly all actives have a fitted effect of over 80% in size; some results filed as inactive show a strong effect at the top dose
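MCF7-BRCA1-FFLuc cells, 2000/well in phenol-red-free MEM, attached 2 h then treated 48 h at 37 C. Luciferase luminescence read 15 min after reagent; normalized to genistein maximum activation (10microM) and DMSO, concentration-response fitted.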
VP16 counter: Gal4-VP16 reporter inhibition counter-screen. Drosophila S2 Gal4-VP16 UAS-luciferase, luminescence, 20 h. Potency, µM (highest dose often 53.6 µM), for the others: at the highest dose activity, negative = inhibition, hits mostly inhibitors. 3.5% of 310,000 active. AID 2546;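 further: Gal4-VP16 expression switched on by copper sulfate through the metallothionein promoter; on the % scale 0 is the no-effect control and ±100 the full control effect; nearly all actives have a fitted effect of over 50% in size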
MBNL1-CUG inh: MBNL1-poly(CUG) RNA binding inhibition. Potency, µM (top dose mostly 57.5 µM), without a hit: at the top dose activity change, negative = inhibition, actives largely listed as inhibitors. TR-FRET MBNL1-His/biotin-(CUG)12 binding, 665/545 ratio. AID 2675. Q9NR56. 0.036% of 280,000 active; active means well fitted inhibition curve with a large enough effect in the signal ratio, with a control signal flat, not every such curve was filed as active; inconclusive means small, poorly fitted or top-dose-only effect, or effect the other way, or a change in a side signal; inactive means no such curve, though single readings can be large or run the other way; the % refers to the signal ratio; further: on the % scale 0 is the no-effect control and ±100 the full control effect
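TR-FRET readout: Ex 340 nm, 665/545 nm emission ratio, normalized to buffer-only (basal) and MBNL1-(CUG)12 controls. Complex of MBNL1-His with Biotin-(CUG)12, compounds 92 nM–58 uM, incubated 60 min at room temperature.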
RORg inh: inhibitors of mouse ROR gamma transcriptional activity; AID 2551; Potency, µM (doses to about 53.6 µM), inactives show top-dose activity change, negative = inhibition, actives largely listed as inhibitors; Drosophila S2 Gal4-RORgamma UAS-luciferase reporter, 20 h; 5.4% of 310,000 active; further: on the % scale 0 is the no-effect control and ±100 the full control effect; nearly all actives have a fitted effect of over 60% in size
Target sequence (P51450 whole entry, looked up, the tested form may be a part): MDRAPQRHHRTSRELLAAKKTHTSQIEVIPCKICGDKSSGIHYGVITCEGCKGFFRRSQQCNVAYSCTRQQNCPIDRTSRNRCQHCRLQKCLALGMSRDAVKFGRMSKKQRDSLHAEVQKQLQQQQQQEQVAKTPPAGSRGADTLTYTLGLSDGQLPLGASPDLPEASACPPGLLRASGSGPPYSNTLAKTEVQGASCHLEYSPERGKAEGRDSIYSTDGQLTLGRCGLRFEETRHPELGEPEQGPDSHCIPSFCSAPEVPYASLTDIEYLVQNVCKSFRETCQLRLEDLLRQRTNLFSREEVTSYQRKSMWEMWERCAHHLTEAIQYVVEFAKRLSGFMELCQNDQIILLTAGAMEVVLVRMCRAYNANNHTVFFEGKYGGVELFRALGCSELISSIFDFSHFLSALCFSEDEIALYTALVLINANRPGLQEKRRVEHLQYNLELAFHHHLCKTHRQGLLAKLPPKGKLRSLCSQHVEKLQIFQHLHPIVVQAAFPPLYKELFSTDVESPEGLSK
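Schneider cells (Drosophila), stable Gal4 DBD–ROR gamma + UAS-luc; 1 hr cmpd preincubation; Cu2+ induction 700 uM final; 20 hr ambient; luminescence.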
The depositor's hits bear a star; ? = inconclusive; nt = no result given; & = joins results of further samples; [ ] = dose if it differs, or a comment. Unless noted, the call rests on the fitted dose curve; in most records, active means well fitted curve in the direction sought with a large enough effect; inconclusive means small, poorly fitted or top-dose-only effect, or another doubt; inactive means no such curve, though single readings can be large; an effect the other way counts as inactive or inconclusive. Potency means the concentration at half of the fitted maximal effect.

SMILES	ELG1 genotox	p53 reactivation	NPC1 promoter act	uPA surface inh	CXXC DNA block	Rab9 prom act	FLuc counter	BRCA1 expr up	VP16 counter	MBNL1-CUG inh	RORg inh
Cc1nc2ccccc2nc1OCc1ccccc1	4.8%	9.0%	-0.8%	6.1%	6.3%	1.5%	?	-26.4%	?	-10.2%	28.2%
N#Cc1ccc(OCC(=O)N(C2CCCCC2)C2CCS(=O)(=O)C2)cc1 (configuration not stated)	2.9%	-0.5%	1.8%	4.1%	nt	-2.4%	1.1%	1.4%	nt	nt	nt
COc1ccc(OC)c(NS(=O)(=O)c2cc3c4c(c2)CCN4C(=O)CC3)c1	1.2%	1.5%	-1.1%	2.3%	nt	-1.1%	0.8%	-19.0%	nt	nt	nt
CCNC(=O)C1CCCc2c1[nH]c1ccc(Cl)cc21 (configuration not stated)	1.9%	0.9%	-1.0%	-5.0%	5.3%	-1.2%	-17.0%	-10.9%	-3.0%	-5.0%	26.1%
CCCS(=O)(=O)N1CCC(C(=O)NC2CCCC(C)C2C)CC1 (configuration not stated)	1.0%	10.7%	1.0%	6.7%	6.7%	21.0%	5.2%	35.1%	-6.2%	?	0.3%
O=C(OCC(=O)c1ccc(Cl)cc1Cl)c1ccc2c(c1)C(=O)N(c1cccc3ncccc13)C2=O	0.3%	16.7%	5.8%	-1.5%	-13.8%	3.2%	?	-1.1%	-24.1%	6.5%	?
O=S(=O)(c1ccc(Br)cc1)c1nc(-c2ccco2)oc1NCCCn1ccnc1	0.4%	-5.5%	6.8%	0.9%	nt	-2.3%	2.6%	-37.0%	nt	nt	nt
Oc1cc(OCc2ccccc2)ccc1-c1[nH]ncc1-c1ccccc1	-4.2%	-13.9%	-0.1%	0.8%	-12.2%	-3.5%	-17.2%	-89.6%	?	-2.4%	10µM*
COc1cc(/C=N/N=C2/SCC(=O)N2c2ccc(O)cc2)ccc1O	-10.8%	-4.2%	-4.3%	-4.1%	1.8%	-4.1%	?	0.0%	-12.7%	6.6%	6.0%
CC1CCCN(S(=O)(=O)c2ccc(NC(=O)C3CCN(C(=O)c4ccco4)CC3)cc2)C1 (configuration not stated)	-12.5%	-0.7%	-3.4%	0.8%	-1.7%	-1.7%	0.9%	-11.5%	0.3%	-2.7%	?
COc1cc(NC(=O)C2CCCC2)c(OC)cc1Cl	2.3%	-4.1%	-2.6%	-2.0%	0.7%	4.0%	0.3%	-50.1%	10.3%	-21.3%	14.0%
O=C(c1cccc(F)c1)n1nnc2ccccc21	0.3%	-3.5%	0.6%	-0.8%	83.2%[activator]	-0.1%	3.0%[2.3 µM]	1.1%	-8.2%	-4.8%	9.1%
CC(=O)c1cccc(NC(=S)N2CCc3ccccc32)c1	10.6%	-6.5%	?	4.8%	6.2%	?	-15.3%	?	?	7.1%	?
COc1cc2oc(-c3ccc(O)cc3)cc(=O)c2c(O)c1OC	?	9.0%	23.6%	?	1.0%	-0.2%	19µM*	38.9%	2.2%	1.1%	-11.7%
Cc1ccsc1/C=C1/SC(N2CC(C)OC(C)C2)=NC1=O (configuration not stated)	1.1%	1.3%	-1.7%	-11.2%	10.4%	0.2%	-14.5%	-2.7%	5.6%	?	31.3%
O=C(Nc1ccccc1)c1cccc2c(Br)cccc12	4.2%	-3.6%	26.8%	-25.9%	-3.6%	13.2%	-9.6%	-33.1%	-1.9%	7.7%	-1.2%
Cc1ccc2cc(CN(CCN(C)C)C(=O)Nc3ccc(Cl)cc3)c(=O)[nH]c2c1	-0.8%	1.1%	-0.1%	nt	17.7%	2.4%	10.7µM*	-11.5%	?	13.9%	8.0%
Cc1ccc(/C=C/c2onc(C)c2S(=O)(=O)N2CCC(C(=O)N3CCCCC3)CC2)cc1	-2.4%	8.9%	-2.5%	7.2%	-12.4%	-9.3%	-1.3%	-55.4%	-6.3%	0.1%	3.1%
CCCCn1c(N)c(N(CCOC)C(=O)c2ccc(Br)o2)c(=O)[nH]c1=O	5.4%	-0.8%	-2.1%	-10.8%	nt	-8.3%	2.9%	-1.0%	nt	nt	nt
CC(=O)c1ccc(OC(=O)N2CCOCC2)cc1	10.1%	25.2%	14.0%	-1.5%	-5.6%	16.8%	-5.4%	34.4%	6.5%	-2.3%	-0.3%[1.91 µM]
COc1cccc(-n2c(SC)nnc2-c2c[nH]c3ccccc23)c1	-6.8%	-7.0%	-2.3%	4.2%	-9.5%	4.0%	?	-16.3%	0.6%	2.3%	5.8%
CCN(CC)C(=O)Cn1cc(S(=O)(=O)CC(=O)NCc2ccccc2)c2ccccc21	1.9%	-16.4%	-0.3%	3.7%	-9.4%	nt	-1.4%	14.0%	10.0%	-5.5%	6.6%
C[n+]1ccccc1/C=C/c1c(F)cccc1F	-0.6%	9.1%	-4.6%	-7.7%	17.2%	0.0%	0.3%	-24.4%	-8.3%	1.0%	-10.4%
O=C(O)CSCc1nc2cccnc2n1C1CCCCC1	0.3%	-5.4%	0.5%	-2.7%	-5.4%	-0.2%	-1.1%	42.7%	1.2%	-1.3%	-7.7%
Cc1nn(C(=O)N2CCCCC2)c(C)c1CN1C(=O)c2ccccc2C1=O	-2.5%	3.9%	2.2%	-1.9%	0.2%	1.7%	13.3%	-0.1%	-7.7%[0.365 µM]	29.3%	-12.3%
COc1ccc(CNC(=O)COC(=O)c2ccccc2OCC(=O)Nc2ccc(SC(F)F)cc2)cc1	?	-0.9%	-2.9%	-2.3%	-12.0%	-0.9%	-0.5%	33.4%	-0.4%	-3.8%	-16.0%
COc1ccc([N+](=O)[O-])cc1NC(=O)CS(=O)(=O)c1ccc(C)cc1	-4.4%	-1.9%	2.2%	11.1%	-5.3%	-3.0%	-2.4%	0.0%	1.5%	20.8%	27.1%
COc1cc2c(cc1OC)C(c1ccccc1O)N(C1CC(=O)N(c3ccccc3)C1=O)CC2 (configuration not stated)	9.2%	8.6%	0.8%	nt	5.5%	-5.6%	5.0%	1.7%	28.5%	-3.0%	-37.4%
COc1ccc(N2CCCn3c2nc2c3c(=O)n(Cc3ccc(C)cc3)c(=O)n2C)c(OC)c1	-7.7%	-2.1%	-2.1%	2.6%	-4.5%	-4.0%	3.5%	-10.3%	4.2%	-3.4%	9.5%
Nc1nnc(SCc2ccc(F)cc2Cl)s1	2.8%	21.2%	10.4%	14.1%	10.5%	16.6%	-25.5%	86.0%	?	1.4%	-20.8%
O=C(CCCN1C(=O)/C(=C\c2cccs2)SC1=S)Nc1ccc(C(=O)O)cc1	-13.3%	3.1%	-1.8%	-3.3%	7.0%	-1.4%	?	-29.1%	-12.0%	?	8.3%
O=C(NCCc1ccccc1)c1ccc(CS(=O)(=O)c2ccc(Br)cc2)o1	-5.5%	1.2%	-6.2%	12.9%	5.9%	-1.0%	-1.6%&-9.0%	-10.1%	-1.5%	-1.4%	?
CCc1ccccc1NC(=S)/N=C(\N)Nc1nc(C)c2cc(C)ccc2n1	-0.4%	?	-9.3%	?	29.2%	-6.1%	-16.0%	-57.8%	3.16µM*	14.7%	2.82µM*
CCOc1cc(C(=O)NCCN2CCOCC2)cc(OCC)c1OCC	0.1%	10.3%	-1.0%	7.0%	-3.4%	-2.1%	0.5%	-22.0%	-2.6%	5.9%	?
Cc1[nH]nc(SCC(=O)NCCc2ccccc2)c1[N+](=O)[O-]	-0.7%	-1.2%	-10.8%	2.2%	5.5%	-7.0%	-0.8%	1.9%	4.3%	7.6%	0.7%
COc1ccccc1CNC(=O)COC(=O)CNS(=O)(=O)c1ccc(NC(C)=O)cc1	-1.1%	-3.1%	-1.1%	13.5%	nt	-1.7%	-0.9%	2.6%	nt	nt	nt
CC(C(=O)Nc1ccccc1-c1ccccc1)N1CCOCC1 (configuration not stated)	0.3%	-3.1%	-4.5%	11.9%	3.4%	1.4%	3.3%	-2.8%	-9.1%	-13.3%	-24.8%
COCCNC(=S)NC1CC2CCCC(C1)N2Cc1cccs1 (configuration not stated)	0.9%	-2.9%	0.4%	1.9%	-4.1%	0.0%	2.6%	4.3%	-1.1%	-9.3%	?
COc1ccc(/C=C/C(=O)Nc2cc(C(F)(F)F)ccc2Cl)cc1	-1.3%	-2.9%	-4.0%	5.1%	9.0%	0.1%	0.4%	-55.0%	-17.9%	-0.1%	-3.9%
COCCn1c(-c2ccc(OC)c(OC)c2)nc2ccccc21	?	8.2%	-2.8%	-0.3%	5.9%	-2.9%	?	11.8%	-8.1%	-3.9%	-28.3%

Compound activity: PubChem, National Center for Advancing Translational Sciences (NCATS)

A portion of the library. The share of hits here may be higher or lower than overall.
